Assay outcomes: PubChem, National Center for Advancing Translational Sciences (NCATS)
GLP1R cytotox: cytotoxic in the GLP-1 receptor inverse agonist counter-screen. 0.13% of 410,000 active. HEK293 cAMP-luciferase reporter cells, luminescence, 24 h. AID 624418. Potency, µM (series often up to 38.3 µM), for inactives: at the highest dose activity change, negative = inhibition, actives largely listed as inhibitors;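 further: loss of luciferase light is scored as toxicity; on the % scale 0 is the no-effect control and ±100 the full control effect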
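Compound-treated cells are incubated 24 hr at 37 deg C under 5% CO2 after a 12 hour attachment period, then luciferase detection reagent is added and luminescence is measured following 12 min at room temperature; lowered signal indicates toxicity.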
HT1080 IDH1KD tx: HT-1080 IDH1 knockdown cell toxicity (counter line); HT-1080 IDH1 knockdown viability, ATP luminescence, 48 h; 2% of 360,000 active; AID 686971; Potency, µM (doses to about 46.1 µM), inactives show at the top dose activity, negative = toxicity, actives largely listed as cytotoxic;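 further: 0% = DMSO wells and -100% = cell-free medium wells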
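In this qHTS, HT-1080 cells depleted of IDH1 are exposed for 48 h at 37 °C to compound titrations. Toxicity is scored from CellTiter-Glo luminescence, with DMSO as full viability and medium alone as none.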
HT1080-NT tox: kills 2HG-producing HT-1080-NT fibrosarcoma cells | HT-1080-NT fibrosarcoma viability, CellTiter-Glo ATP luminescence, 48 h | Potency, µM (highest dose often 46.1 µM), for the others: at the highest dose activity, negative = less viability, hits mostly cytotoxic | 1.6% of 360,000 active | AID 686970;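 further: NT is the 2HG producing partner of a matched IDH1 knockdown line; 0% = DMSO-treated cells and -100% = media-only wells without cells; nearly all actives have a fitted effect of over 55% in size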
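Read-out is CellTiter-Glo luminescence after 10 minutes at room temperature, following 48 hours' compound treatment of HT-1080-NT cells (750 cells/well, RPMI, 5% FBS, 37 degrees C).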
SW480 rerep: DNA re-replication induction in SW480 cells | SW480 DNA re-replication, Hoechst DNA content imaging, 48 h | Potency, µM (titrated, usually from 46.1 µM), without a hit: at the highest dose re-replication activation, actives largely listed as activators | 1.8% of 340,000 active; further: % of control where 0% means no effect; nearly all actives have a fitted effect of over 55% in size
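DNA re-replication was detected as more nuclei of elevated Hoechst intensity after 48 hr exposure to compound (23 nL pinned per well of 250 cells).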
GLP1R ag: GLP-1 receptor (human) agonism. HEK293 GLP-1R CRE-luciferase, luminescence, 4-6 h; cells express a hypersensitive GLP-1R form. 0.007% of 380,000 active. AID 624172. P43220. Potency, µM (series often up to 45.6 µM), inactives show at the highest dose activation, usual class: activators; further: % of control where 0% means no effect
Target sequence (P43220 whole entry, looked up): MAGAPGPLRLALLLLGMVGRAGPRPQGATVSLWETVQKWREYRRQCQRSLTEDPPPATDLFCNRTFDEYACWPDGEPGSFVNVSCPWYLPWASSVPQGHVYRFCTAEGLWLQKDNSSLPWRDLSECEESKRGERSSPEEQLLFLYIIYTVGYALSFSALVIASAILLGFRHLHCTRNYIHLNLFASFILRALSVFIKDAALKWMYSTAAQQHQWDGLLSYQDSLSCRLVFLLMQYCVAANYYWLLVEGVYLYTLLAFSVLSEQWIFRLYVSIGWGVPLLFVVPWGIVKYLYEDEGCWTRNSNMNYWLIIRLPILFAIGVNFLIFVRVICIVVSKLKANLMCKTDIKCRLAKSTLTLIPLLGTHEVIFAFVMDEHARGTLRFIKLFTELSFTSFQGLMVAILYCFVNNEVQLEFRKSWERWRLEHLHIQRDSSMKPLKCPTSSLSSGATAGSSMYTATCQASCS
GLP-1R inv ag: acts as inverse agonist at human GLP-1 receptor; P43220; Potency, µM (top dose mostly 38.3 µM), without a hit: at the top dose activity change, negative = inhibition, hits mostly inhibitors; 1.6% of 410,000 active; HEK293 GLP-1R CRE-luciferase, luminescence, 24 h; GLP-1R form is constitutively active; further: on the % scale 0 is the no-effect control and ±100 the full control effect; nearly all actives have a fitted effect of over 55% in size
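HEK293 cells stably co-expressing a cAMP-responsive luciferase reporter and constitutively active GLP-1R were seeded, incubated 12 h, then exposed to compounds for 24 h at 37 C. Luminescence was read 12 min after detection reagent; inverse agonists lower signal.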
KB-V1 cytotox: kills drug-selected multidrug resistant KB-V1 cells; KB-V1 MDR cells viability, CellTiter-Glo, 72 h; Potency, µM (titrated, usually from 46.1 µM), without a hit: at the top dose activity change, negative = cytotoxicity, hits mostly cytotoxic; 3.4% of 400,000 active; AID 1347076; further: on the % scale 0 is the no-effect control and ±100 the full control effect; nearly all actives have a fitted effect of over 60% in size
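Potencies derive from concentration-effect curves fitted to normalized luminescence (CellTiter-Glo) of KB-V1 cells treated for 72 h at 37 degrees C in phenol-red-free DMEM containing 10% FBS.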
TDP43 rescue: inhibitors of TDP-43 toxicity in yeast; 1.8% of 410,000 active; Potency, µM (titrated, usually from 46.1 µM), for the others: top-dose growth rescue (activation), hits mostly activators; AID 652104; TDP-43 expressing yeast growth rescue, BacTiter-Glo, 24 h; further: % of control where 0% means no effect; nearly all actives have a fitted effect of over 50% in size
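In this qHTS, compounds that restore growth of yeast expressing TDP-43 appear as activators. Cells (OD600=0.02, galactose medium, raffinose-pregrown) are incubated with compound 24 hr at 30 deg C and growth is quantified by BacTiter-Glo.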
KB-3-1 cytotox: KB-3-1 parental cell cytotoxicity; Potency, µM (titrated, usually from 46.1 µM), for inactives: at the top dose activity change, negative = cytotoxic, hits mostly cytotoxic; AID 1347075; KB-3-1 viability, CellTiter-Glo ATP luminescence, 72 h; 1.4% of 400,000 active; further: on the % scale 0 is the no-effect control and ±100 the full control effect; nearly all actives have a fitted effect of over 60% in size
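KB-3-1 parental drug-naive adenocarcinoma cells in DMEM/10% FBS, incubated 72 h at 37 C with pin-transferred compounds across a concentration series. Viability by CellTiter-Glo luminescence; concentration-response curves fitted after normalization.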
* hit, by the source's call; ? = inconclusive; / = no result given; [ ] = remark or other dose. The call rests on the fitted dose curve; in most records, active means well fitted curve in the direction sought with a large enough effect; inconclusive means small, poorly fitted or top-dose-only effect, or another doubt; inactive means no such curve, though single readings can be large; an effect the other way counts as inactive or inconclusive. Potency means the concentration at half of the fitted maximal effect.

SMILES	GLP1R cytotox	HT1080 IDH1KD tx	HT1080-NT tox	SW480 rerep	GLP1R ag	GLP-1R inv ag	KB-V1 cytotox	TDP43 rescue	KB-3-1 cytotox
CCN(CCCc1ccccc1)CCCc1ccccc1	7%	?	?	?	-5%	?	?	9%	-4%
CN(C(=O)COC(=O)COc1ccc(N(C)S(=O)(=O)c2ccc(Cl)cc2)cc1)c1ccccc1	-10%	2%	-2%	-3%	-8%	-7%	0%	-15%	0%
COc1ccc(NC(=O)CSC2=Nc3ccccc3C3=NC(CCC(=O)NC4CCCCC4)C(=O)N23)cc1 (configuration not stated)	7%	/	/	/	/	-6%	3%	17%	6%
C=CCn1c(COc2ccccc2)nnc1SCC(=O)N/N=C/c1ccc(C)cc1	-19%	1%	7%	-5%	-2%	?	3%	9%	1%
CCOc1ccc(NC(=O)CSc2nc3ccsc3c(=O)n2Cc2ccc(C(=O)O)cc2)cc1	-5%	0%	1%	/	-5%	7%	2%	14%	7%
Cc1ccc(Sc2cnc3ccccc3n2)cc1	-5%	-4%	-3%	1%	1%	-30%	0%	15%	0%
CC(=O)c1cccc(NC(=O)c2cc(Cl)sc2Cl)c1	-6%	23%	23%	-2%	-1%	0%	?	?	5%
C=CCn1c(SCC(=O)Nc2ccc(N3CCOCC3)cc2)nnc1-c1ccco1	4%	4%	3%	-16%	13%	65%[activator]	3%	-5%	-2%
COc1cc(SC)ccc1C(=O)NCCN1CCOCC1	12%	16%	15%	-7%	4%	-2%	-11%	13%	3%
Cc1cc(C(=O)NCC(=O)OC(C)C(=O)N2CCOCC2)ccc1[N+](=O)[O-] (configuration not stated)	-14%	-6%	-6%	?	-1%	-39%	11%	-12%	-4%
O=C(O)CSC12CC3CC(C1)CC(C(=O)O)(C3)C2	-4%	8%	5%	-6%	-6%	13%	8%	-1%	2%
Cc1cc(O)c(C(=O)Nc2cccc(Cl)c2)c(=O)n1C	-3%	-1%	-5%	-11%	7%	21%	-15%	0%	-27%
CCN1C(=O)CC(Sc2ccccc2C(=O)O)C1=O (configuration not stated)	7%	8%	-1%[9.24 µM]	?	-12%	6%	1%	-2%	5%
CCn1c(SCC(=O)NCc2ccco2)nnc1C(C)C	2%	23%	29%	-4%	-7%	10%	15%	-6%	11%
Cc1ccc(C)c(S(=O)(=O)NCc2ccc(C(=O)N3CC(C)OC(C)C3)cc2)c1 (configuration not stated)	-9%	-1%	-2%	2%	-3%	-19%	0%	-20%	11%
CS(=O)(=O)N1CCN(c2ccccc2NC(=O)c2ccc(Br)o2)CC1	-11%	?	?	2%	6%	-28%	5%	8%	10%
COc1ccc(/C=N/c2nc3ccccc3n2CCN2CCCCC2)cc1OC	-17%	-8%	-7%	0%	-2%	5%	-4%	-14%	8%
O=C(Cc1ccccc1)NCC(=O)OCC(=O)c1cccs1	0%	8%	-4%	-3%	-2%	1%	-9%	-23%	-6%
O=C(Cn1c(-c2ccccc2)c[n+]2ccsc12)c1ccc(Br)cc1	-5%	?	-14%	?	4%	-13%	10%	-12%	?
Cc1onc(-c2c(F)cccc2Cl)c1C(=O)NCc1ccccn1	5%	15%	5%	-3%	-7%	1%	11%	?	14%
C=C1C(=O)[C@]23C[C@H]1CC[C@H]2[C@]1(C)[C@@H](O)CC[C@@](C)(C(=O)O)[C@H]1C[C@@H]3O	-4%	?	?	/	-1%	27%	14%	26%	0%
CN(C)CCN1C(=O)C2C(C(=O)Nc3cc(Cl)cc(Cl)c3)C3C=CC2(O3)C1C(=O)NC1CCCCC1 (configuration not stated)	-2%	-11%	-18%	-10%	0%	10µM*	-3%	-21%	-2%
CCN(CC)S(=O)(=O)c1ccc(C(=O)NCCCn2ccnc2)cc1	12%	9%	4%	2%	1%	3%	1%	12%	7%
CCCCOc1ccc(Cc2n[nH]c(=S)n2N)cc1	1%	12%	-2%	-1%	2%	4%	11%	-94%[inhibitor]	-9%
CCCCN(C(=O)c1cc2c(s1)CCCCC2)c1c(N)n(CC(C)C)c(=O)[nH]c1=O	6%	3%	2%	0%	-5%	11%	-3%	19%	0%

Carrying on:
SMILES	GLP1R cytotox	HT1080 IDH1KD tx	HT1080-NT tox	SW480 rerep	GLP1R ag	GLP-1R inv ag	KB-V1 cytotox	TDP43 rescue	KB-3-1 cytotox
Cc1ccc(NC2CCCN(C(=O)c3cc4ncccn4n3)C2)cc1C (configuration not stated)	-9%	-1%	5%	-9%	4%	21%	15%	12%	20%
CCCCNC(=O)CCCn1c(=O)c2ccccc2n(CC(=O)NCCC2=CCCCC2)c1=O	20%	16%	9%	-5%	-10%	12%	-15%	-6%	-11%
COc1cccc(C(CNC(=O)c2ccc(Cl)c(S(=O)(=O)N3CCCC3)c2)N(C)C)c1 (configuration not stated)	-23%	9%	0%	2%	16%	-6%	?	19%	?
O=C(NCCO)c1ccc(-c2cnc3cccnn23)cc1	17%	0%	10%	/	-7%	-8%	?	22%	0%
CCOC(=O)C1(Cc2ccccc2C(F)(F)F)CCN(C(C)CCn2cccn2)CC1 (configuration not stated)	?	-24%	-26%	205%	-8%	?	-1%	-13%	-14%
O=C(NNC(=O)C1CCCO1)c1ccc(Br)cc1 (configuration not stated)	-10%	6%	13%	4%	0%	5%	15%	3%	9%
COc1ccc(NS(=O)(=O)c2cccc(C(=O)NCc3ccccc3CN3CCCC3)c2)cc1	?	?	?	30%	-5%	?	-14%	6%	?
COc1ncnc2c1ncn2CCCNc1ccc(C)c(C)c1	2%	1%	0%	/	-4%	2%	-14%	4%	-5%
COCCNC(=O)c1cc2c(c(-c3cccc(C#CC(C)(C)O)c3)n1)[C@@H](CCO)N(S(=O)C(C)(C)C)C2 (some centres not stated)	1%	2%	-1%	/	-2%	16%	-6%	-17%	0%
COc1cc(Cl)ccc1OC(=O)c1cn(-c2ccccc2OC)c(=O)c2ccccc12	0%	/	/	/	/	8%	?	?	20%
Cc1cc(S(=O)(=O)N2CCCCC2CCNC(=O)C(=O)NCc2cccnc2)ccc1F (configuration not stated)	-1%	3%	2%	-2%	-5%	-8%	0%	9%	0%
CN(Cc1ccccc1)C(=O)c1ccc(NC(=O)Cc2ccc(NC(=O)C3CCN(C(=O)CCc4ccccc4)CC3)cc2)cc1	-1%	?	-22%	?	-3%	-31%	-9%	-12%	-8%
Cc1ccc(C(=O)NCCC(=O)NCc2cc(=O)n(C)c(=O)n2C)cc1	-6%	-2%	-5%	?	-5%	-2%	-17%	-18%	-6%
O=C1N(Cc2cccnc2)C[C@@H]2C[C@@H](c3cccc(Oc4ccccc4)c3)N3CCC[C@@]123	0%	-3%	-2%	-1%	4%	-24%	-5%	-16%	-26%
O=C(CCN1C(=O)c2ccccc2C1=O)Nc1ccccc1C(F)(F)F	16%	0%	3%	-3%	4%	3%	-3%	-2%	6%
O=C(NNC(=O)c1cnccn1)c1ccc(Cl)cc1	-13%	-20%	-15%	?	2%	?	-2%	-12%	-5%
O=C(c1cccc(C(=O)N(c2ccccn2)C2CCCCC2)c1)N(c1ccccn1)C1CCCCC1	-9%	-6%	15%	4%	3%	?	-29%	-24%	-25%
O=[N+]([O-])c1ccc([C@H](O)[C@H](CO)N=Cc2ccccc2O)cc1	2%	0%	0%	-5%	-5%	-5%	14%	-15%	-2%
COc1ccc(N(CC(=O)Nc2ccc3c(c2)OCCO3)S(=O)(=O)c2cccnc2)cc1	-27%	-2%	1%	3%	-1%	5%	-2%	-8%	4%
CC1CN(C(=O)CN2C(=O)c3ccccc3S2(=O)=O)CC(C)O1 (configuration not stated)	-14%	1%	0%	-5%	-1%	-12%	7%	0%	5%
Cc1ccccc1C(=O)NC1CCN(CC(=O)NCc2ccccc2)CC1	7%	4%	5%	-23%	11%	9%	0%	-24%	-4%
CCc1cc(=O)oc2cc(OCC(=O)NCCCn3ccnc3)c(Cl)cc12	-5%	12%	1%	-2%	9%	-19%	13%	18%	7%
COc1ccc(CCNC(=O)C2CCCN2C(=O)Nc2ccc(C)cc2)cc1OC (configuration not stated)	3%	1%	2%	-24%	-1%	9%	-2%	4%	3%
CN(C)/C=C1\C(=O)Nc2ccccc21	8%	6%	4%	-7%	-1%	0%	21%	-1%	9%
COc1ccc(C(=O)/C(=C\c2ccco2)N2C=CC=CC2=C(C#N)C#N)cc1	11%	2.9µM*	?	?	-23%	?	7.3µM*	?	?
CCNC(=O)NC(=O)C(C)OC(=O)CNS(=O)(=O)c1c(Cl)cc(Br)cc1Cl (configuration not stated)	4%	1%	0%	-39%[inhibitor]	-6%	13%	?	0%	0%

Part of the list above, reduced to GLP1R ag.
| compound | GLP1R ag |
| --- | --- |
| CC(=O)c1cccc(NC(=O)c2cc(Cl)sc2Cl)c1 | -1% |
| C=CCn1c(SCC(=O)Nc2ccc(N3CCOCC3)cc2)nnc1-c1ccco1 | 13% |

Five entries picked at random from those above:
SMILES	GLP1R cytotox	HT1080 IDH1KD tx	HT1080-NT tox	SW480 rerep	GLP1R ag	GLP-1R inv ag	KB-V1 cytotox	TDP43 rescue	KB-3-1 cytotox
COc1ccc(/C=N/c2nc3ccccc3n2CCN2CCCCC2)cc1OC	-17%	-8%	-7%	0%	-2%	5%	-4%	-14%	8%
C=CCn1c(SCC(=O)Nc2ccc(N3CCOCC3)cc2)nnc1-c1ccco1	4%	4%	3%	-16%	13%	65%[activator]	3%	-5%	-2%
CN(C)/C=C1\C(=O)Nc2ccccc21	8%	6%	4%	-7%	-1%	0%	21%	-1%	9%
O=C1N(Cc2cccnc2)C[C@@H]2C[C@@H](c3cccc(Oc4ccccc4)c3)N3CCC[C@@]123	0%	-3%	-2%	-1%	4%	-24%	-5%	-16%	-26%
Cc1cc(S(=O)(=O)N2CCCCC2CCNC(=O)C(=O)NCc2cccnc2)ccc1F (configuration not stated)	-1%	3%	2%	-2%	-5%	-8%	0%	9%	0%
